KCNQ1 block: inhibitors of human KCNQ1 channel, primary screen, cell-based, thallium flux, high-throughput. B-score at 10 µM. CHO-K1 KCNQ1, FluxOR thallium flux fluorescence; stronger effect = higher value. AID 2642, 2010. 1.3% of 310,000 active;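 active means compounds whose thallium flux B-score, printed positive for inhibition, exceeds three library SD while starting fluorescence stays within three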;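 further: channel opened by potassium depolarization with thallium stimulus after 20 min compound exposure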
KCNK9 block: KCNK9 potassium channel inhibitors, primary screen, HEK293 cells, thallium flux | Potassium channel subfamily K member 9 (Homo sapiens), Q9NPC2 | FluxOR thallium flux fluorescence; stronger effect = lower value | B-score at 10 µM | 1.2% of 310,000 active | AID 488922, 2010;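 active means ratio B-score over 3 SD below the library mean, with starting fluorescence within 5 SD of its mean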;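 further: negative B-score means less thallium flux so channel inhibition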
KCNK3 inh: human KCNK3 channel inhibitors, primary screen, CHO cells, FluxOR thallium flux, B-score; Potassium channel subfamily K member 3 (Homo sapiens), O14649; FluxOR fluorescence; stronger effect = lower value; B-score at 10 µM; 0.84% of 340,000 active; AID 602410, 2012;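 active means B-score under library mean minus 4 SD, starting fluorescence ratio at most library mean plus 5 SD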;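 further: more negative B-score means stronger inhibition of thallium flux through KCNK3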
TRPC4 block: inhibitors of mouse TRPC4 channel, primary screen, Fluo4 calcium, HEK293 TRPC4beta/mu-opioid cells | Short transient receptor potential channel 4 (Mus musculus), Q9QUQ5 | DAMGO-evoked Fluo4 calcium flux; stronger effect = lower value | B-score at 10 µM | 0.39% of 300,000 active;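 active means B-score over 3 SD under the library average, no early fluorescence shift, positive overall ratio signal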
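test system = HEK293 cells with stable TRPC4beta plus mu-opioid receptor expression | detection = Fluo4 Ca2+ flux fluorescence | read-out = integrated fluorescence ratio relative to baseline, converted to per-well B score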
KCNQ1 pot: potentiators or activators of KCNQ1 channel, primary screen, cell-based, thallium flux, high-throughput | Potassium voltage-gated channel subfamily KQT member 1 (Homo sapiens), P51787 | CHO-K1 KCNQ1, thallium flux FluxOR fluorescence; stronger effect = higher value | B-score at 10 µM | 0.35% of 310,000 active | AID 2648, 2010;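 active means fluorescence ratio B-score, a plate-corrected score, at least three library SD, with initial intensity B-score within 5 SD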
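Medium – assay buffer, equal DMSO in all wells · Material – CHO-K1 cell line with stable KCNQ1 potassium channel expression · Signal – kinetic FluxOR thallium fluorescence, 10-s 1-Hz baseline, 110-s post-stimulus read · Compound – single concentration per compound, DMSO matched to controls · Schedule – 37 °C overnight plating, 90-min dark dye load, 20-min compound pretreatment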
Platelet DG rel: inhibitors of platelet dense granule secretion, primary screen, cell-based, MLPCN, human platelets | human platelet-rich plasma, SFLLRN dense granule ATP release, luminescence | inhibition, %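 (compounds screened at 7.5 µM in platelet-rich plasma)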 | 0.22% of 300,000 active | AID 1663, 2009;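 active means mean replicate score, as percent of positive control, at or above 50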
Dyrk1A ADPGlo: rat Dyrk1A kinase inhibitors, primary screen, biochemical, single point, plate reader. Dual specificity tyrosine-phosphorylation-regulated kinase 1A (Rattus norvegicus), Q63470. ADP-Glo luminescence, NFATc1 peptide. inhibition, % at 12.5 µM. 0.43% of 310,000 active. AID 504441, 2011; in the data active means inhibition above about 50%;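 further: plate controls were vehicle with enzyme for no effect and no enzyme for full effect; many of its hits are not listed in these tables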
TRPC4 potent: positive allosteric modulators of TRPC4, primary screen, cell-based, mouse TRPC4beta, HEK293 mu-opioid, Fluo-4 calcium; Short transient receptor potential channel 4 (Mus musculus), Q9QUQ5; DAMGO EC20, Fluo-4 Ca2+ flux; stronger effect = higher value; B-score at 10 µM; 0.42% of 310,000 active; AID 2227, 2009;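 active means B-score of calcium response area above 5 SD of library B-scores, with initial fluorescence ratio within 5 SD of library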;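 further: B-score of integrated fluorescence ratio over time as area under calcium response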
hERG rescue: hERG rescue from dofetilide block, primary screen, cell-based, CHO-hERG, FluxOR thallium flux, dofetilide IC70; dofetilide IC70 present; activation (rescue from dofetilide block), less the hit threshold, % at 10 µM; 0.51% of 310,000 active; AID 1511, 2009;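 active means activation above the mean of controls blocked by dofetilide plus 5 SD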;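 further: thallium influx through hERG after potassium depolarization seen as dye fluorescence rise; in these data hits start at about 4.7%; inactives centre near -7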
Target sequence (Q12809 whole entry, looked up): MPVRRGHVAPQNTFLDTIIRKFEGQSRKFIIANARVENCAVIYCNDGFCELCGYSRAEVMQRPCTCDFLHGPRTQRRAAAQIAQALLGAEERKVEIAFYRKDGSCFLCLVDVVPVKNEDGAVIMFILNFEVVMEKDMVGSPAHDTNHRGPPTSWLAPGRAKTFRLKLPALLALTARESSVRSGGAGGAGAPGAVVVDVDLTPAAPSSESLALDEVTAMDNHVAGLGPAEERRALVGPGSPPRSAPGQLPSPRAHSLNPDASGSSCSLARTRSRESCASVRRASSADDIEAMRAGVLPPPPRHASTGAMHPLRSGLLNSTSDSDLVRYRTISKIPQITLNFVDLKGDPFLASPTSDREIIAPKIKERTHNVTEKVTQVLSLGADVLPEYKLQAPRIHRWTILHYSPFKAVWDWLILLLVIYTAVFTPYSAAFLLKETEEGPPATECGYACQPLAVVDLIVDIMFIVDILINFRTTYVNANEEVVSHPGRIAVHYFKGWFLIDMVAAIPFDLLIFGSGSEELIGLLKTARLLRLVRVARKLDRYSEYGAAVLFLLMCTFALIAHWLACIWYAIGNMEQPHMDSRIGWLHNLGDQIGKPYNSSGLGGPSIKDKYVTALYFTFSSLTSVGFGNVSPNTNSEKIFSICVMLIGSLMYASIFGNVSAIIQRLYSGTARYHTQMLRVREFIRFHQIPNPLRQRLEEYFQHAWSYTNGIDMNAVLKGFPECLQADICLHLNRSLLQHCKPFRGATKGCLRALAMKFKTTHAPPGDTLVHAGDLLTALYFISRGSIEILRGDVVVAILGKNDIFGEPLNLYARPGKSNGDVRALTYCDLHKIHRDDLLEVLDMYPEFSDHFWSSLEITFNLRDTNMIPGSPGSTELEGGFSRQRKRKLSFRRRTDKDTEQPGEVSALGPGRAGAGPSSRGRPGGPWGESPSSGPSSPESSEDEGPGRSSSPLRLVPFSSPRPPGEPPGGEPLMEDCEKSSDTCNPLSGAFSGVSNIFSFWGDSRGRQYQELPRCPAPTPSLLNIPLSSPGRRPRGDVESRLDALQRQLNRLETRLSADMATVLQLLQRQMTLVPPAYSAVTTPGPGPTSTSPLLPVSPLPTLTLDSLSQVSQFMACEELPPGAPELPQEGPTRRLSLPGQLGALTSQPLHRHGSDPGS
TRPC4 agonist: activators of mouse TRPC4 channel, primary screen, Fluo4 calcium, HEK293 TRPC4beta/mu-opioid cells | B-score at 10 µM | AID 2237, 2010 | 0.49% of 310,000 active | Fluo4 calcium fluorescence; stronger effect = higher value | Short transient receptor potential channel 4 (Mus musculus), Q9QUQ5;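 active means B-score above 5 SD of library B-scores, and initial fluorescence ratio not above library mean plus 5 SD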;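 further: positive B-score marks a calcium rise read as TRPC4 activation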
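System: HEK293 cells stably co-expressing mouse TRPC4beta and mu-opioid receptor; Schedule: Fluo4 dye loading 45 min at room temperature, 110 s recording; Detection: Fluo4 fluorescence, kinetic; Evaluation: B-scored integrated calcium fluorescence ratio; Controls: buffer (low) and maximal DAMGO (high).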
PolyA inh: polyadenylation inhibitors in yeast reporter cells, primary screen, luminescence, S. cerevisiae; AID 1875, 2009; calls only at 12 µM; 0.02% of 300,000 active; S. cerevisiae SKY197-pL101 polyadenylation reporter, beta-gal luminescence; efflux-impaired pdr1/pdr3 knockout yeast; score 100 = 6 SD above DMSO;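 active means lowest replicate activity score at least 50, where 100 means six control SD above control mean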;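 further: yeast exposed to compound for 9 h at 30 °C; higher score means more reporter readthrough which indicates perturbed polyadenylation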
Active calls of the source: *; i = inactive; . = not tested or not shown.

no.	compound	KCNK3 inh	TRPC4 potent	PolyA inh	KCNK9 block	KCNQ1 block	Platelet DG rel	Dyrk1A ADPGlo	KCNQ1 pot	TRPC4 agonist	hERG rescue	TRPC4 block
1	CCOC(=O)C(NCc1ccc(OC)cc1)(NC(C)=O)C(F)(F)F (configuration not stated)	i	i	i	i	i	4	-1	i	i	-6	i
2	COc1ccc(S(=O)(=O)N2CCCC(C(=O)Nc3cccnc3)C2)cc1Cl (configuration not stated)	i	i	i	i	i	0	-4	i	i	-5	i
3	O=C(NCCCN1CCN(Cc2ccccc2)CC1)C1CCN(S(=O)(=O)N2CCC3(CC2)OCCO3)CC1	i	i	i	i	i	-2	0	i	i	-10	i
4	O=C(NN1C(=O)C2C3C=CC(O3)C2C1=O)c1cccc(O)c1 (configuration not stated)	i	i	i	i	i	-5	2	i	i	-11	i
5	COc1cccc(-n2c(=O)[nH]cc(C(=O)Nc3ccc(NC(C)=O)cc3)c2=O)c1	i	i	i	i	i	-11	-8	i	i	-11	i
6	O=C(Nc1cccc(Cl)c1Cl)Nn1cnnc1	i	i	i	i	i	-4	-4	i	i	-6	i
7	CC1CC(C)CN(CCCNC(=O)c2cn(C)c3ccc(S(=O)(=O)N4CCCC4)cc3c2=O)C1 (configuration not stated)	i	i	i	i	i	-1	-3	i	55*	-4	i
8	CN1CCN(c2ccc(NC(=O)c3ccc(Br)o3)cc2)CC1	i	i	i	i	i	11	0	13*	i	1	-7*
9	CCOC(=O)CC(=O)CSc1nc2cc(C)ccc2cc1C	i	i	i	i	i	-1	8	i	i	-8	i
10	CC(CN(C)Cc1ccccc1)OC(=O)c1ccc(F)cc1 (configuration not stated)	i	i	i	i	i	-1	-2	i	i	-7	i
11	C=CCN(c1ccccc1)S(=O)(=O)c1cccc(C(=O)N(CC)CC(=O)Nc2c(F)cccc2F)c1	i	i	i	i	i	-8	5	i	i	-9	i
12	COc1ccc2ccccc2c1/C=N/NC(=O)c1sc(N)c(C#N)c1C	i	i	i	i	i	6	15	i	i	-16	i
13	N=c1c2c(ncn1CCCO)Oc1ccc3ccccc3c1C2c1ccccc1 (configuration not stated)	i	i	i	i	i	15	.	i	i	-11	i
14	Cc1cccc(C)c1NS(=O)(=O)c1cc2c3c(c1)CCN3C(=O)CC2	i	i	i	i	i	1	14	i	i	-6	i
15	COCCN(C(=O)COc1ccccc1C#N)c1c(N)n(Cc2ccccc2)c(=O)[nH]c1=O	i	i	i	i	i	-1	14	i	i	-5	i

Limited to TRPC4 block, for 2 of the compounds above:
No. | mol | TRPC4 block
6 | O=C(Nc1cccc(Cl)c1Cl)Nn1cnnc1 | i
8 | CN1CCN(c2ccc(NC(=O)c3ccc(Br)o3)cc2)CC1 | -7*

More records.
no.	compound	KCNK3 inh	TRPC4 potent	PolyA inh	KCNK9 block	KCNQ1 block	Platelet DG rel	Dyrk1A ADPGlo	KCNQ1 pot	TRPC4 agonist	hERG rescue	TRPC4 block
16	Cc1ccc2c(c1)nnn2C1CCN(S(=O)(=O)c2cccc(S(=O)(=O)N(C)C)c2)CC1	i	i	i	i	i	-1	-2	i	i	-2	i
17	Cn1c(=O)n(CCOc2ccccc2Cl)c2ccccc21	i	i	i	i	i	13	-1	i	i	-13	i
18	CCOC(=O)Nc1sc(C(=O)N(CC)CC)c(C)c1C(=O)OCC	i	i	i	i	i	3	1	i	i	-7	i
19	CCC(=O)OCC(=O)Nc1cc(S(=O)(=O)N(C)C)ccc1Cl	i	i	i	i	i	3	-1	i	i	-2	i
20	COc1ccc(CNC(=O)Cn2ncn3c(cc4ccccc43)c2=O)cc1	i	i	i	i	i	1	6	i	i	-9	i
21	CCCCCCC(=O)N(O)C1CC(=O)N(c2ccc(Cl)cc2)C1=O (configuration not stated)	i	i	i	i	i	25	11	i	i	-11	i
22	CCNC(=S)N1CCCC(C(N)=O)C1 (configuration not stated)	i	i	i	i	i	2	5	i	i	-7	i
23	Cc1ccc(-c2cc(C(=O)Nc3ccccc3C)c3ccccc3n2)o1	i	i	i	i	i	-6	4	i	i	-14	i
24	COc1ccc(OCCOC(=O)c2nc3nccc(C)n3n2)cc1	i	i	i	i	i	0	2	i	i	-9	i
25	COc1ccc(C2Nc3ccccc3C(=O)N2c2ccc(C)cc2)cc1Cn1nc(C)c([N+](=O)[O-])c1C (configuration not stated)	i	i	i	i	i	1	-1	i	i	-11	i
26	Cc1ccc(OCC(=O)Nc2oc(-c3ccccc3)c(-c3ccccc3)c2C#N)cc1	i	i	i	i	6*	15	-1	i	i	-4	i
27	CCCN1CCC(NC(=O)CC2C(=O)NCCN2Cc2ccccc2C)CC1 (configuration not stated)	i	i	i	i	i	-4	1	i	i	-10	i
28	O=C(Cc1ccccc1)N1CCN(c2ncccn2)CC1	i	i	i	i	i	-14	-2	i	i	-5	i
29	CCCCc1cc(=O)oc2cc(OCC(=O)NCCN3CCOCC3)ccc12	i	i	i	i	i	2	-2	i	i	-5	i
30	COCCn1c(C)cc(/C=C(\C#N)C(=O)OCC(=O)N(C)c2c(N)n(Cc3ccccc3)c(=O)[nH]c2=O)c1C	i	i	i	i	i	-2	5	i	i	-12	i

The results go on:
no.	compound	KCNK3 inh	TRPC4 potent	PolyA inh	KCNK9 block	KCNQ1 block	Platelet DG rel	Dyrk1A ADPGlo	KCNQ1 pot	TRPC4 agonist	hERG rescue	TRPC4 block
31	CO/N=C(/CNC(=O)c1ccccc1Cl)c1ccc(Cl)cc1	i	i	i	i	i	1	-1	i	i	-11	i
32	CCOC(=O)/C(=N/Nc1ccc(OC)cc1)Sc1nnc(CCc2ccccc2)n1-c1ccccc1	i	i	i	i	i	-4	0	i	i	-7	i
33	CNS(=O)(=O)c1ccc(NC(=O)C2CC(=O)N(c3ccc(Cl)cc3)C2)cc1 (configuration not stated)	i	i	i	i	i	5	2	i	i	-7	i
34	O=C(CN1CCOCC1)Nc1ccc(Cl)c(Cl)c1	i	i	i	i	i	0	1	i	i	5.9*	i
35	COC(=O)c1ccc2c(=O)[nH]c(CCl)nc2c1	i	i	.	i	i	-1	9	i	i	-11	i
36	COc1ccc(-c2ccc3c(N)c(C(=O)NC(C)C)sc3n2)cc1OC	i	i	i	i	i	7	.	i	i	-19	i
37	COc1ccc(S(=O)(=O)NCc2ccc(C(=O)NCc3cccnc3)cc2)cc1	.	i	i	i	i	10	.	i	i	-7	i
38	Cc1ccc(S(=O)(=O)N2CCOCC2)cc1NC(=O)COC(=O)c1ccc2c(c1)OCCO2	i	i	i	i	i	8	.	i	i	-6	i
39	CCCCN(Cc1ccccc1)C(=O)C1CCN(Cc2sccc2C)CC1	i	i	i	i	i	20	-5	i	i	-8	-6*
40	CC(C)C(=O)Nc1cccc(-c2nc3ccccc3c(=O)o2)c1	i	i	i	i	i	-3	8	i	i	-5	i
41	Cc1cc(O)c(C(C)C)cc1NC(=O)c1cccc(Cl)c1	-9*	i	i	i	i	-7	5	i	i	-17	i
42	CC(=O)N1CSCC1C(=O)N1CCN(c2ccc(N3CCOCC3)nn2)CC1 (configuration not stated)	i	i	i	i	i	16	14	i	i	-5	i
43	CC(C)CCNC(=O)NC(=O)COC(=O)/C=C/c1cc(Br)ccc1F	i	i	i	i	i	5	2	i	i	-11	i
44	CCOC(=O)C1(C)NC(c2ccco2)C2C(=O)N(c3ccc(C)cc3)C(=O)C21 (configuration not stated)	i	i	i	i	i	6	5	i	i	-4	i
45	CCCCC(CC)C(=O)Nc1cccc(SC)c1 (configuration not stated)	i	i	i	-9.4*	i	1	-3	i	i	-12	i

Additional entries
no.	compound	KCNK3 inh	TRPC4 potent	PolyA inh	KCNK9 block	KCNQ1 block	Platelet DG rel	Dyrk1A ADPGlo	KCNQ1 pot	TRPC4 agonist	hERG rescue	TRPC4 block
46	CSCCC(NC(N)=O)C(=O)NCc1ccccc1Cl (configuration not stated)	i	i	i	i	i	7	15	i	i	-2	i
47	CC(Nc1cc(N2CCN(S(=O)(=O)N(C)C)CC2)ccc1[N+](=O)[O-])c1ccccc1 (configuration not stated)	i	i	i	i	i	-3	4	i	i	-18	i
48	O=C(NCCSc1c[nH]c2ccccc12)c1ccco1	i	i	i	i	i	7	3	i	i	-4	i
49	O=C(O)c1ccc2nc(CO)[nH]c2c1	i	i	i	i	i	-2	3	i	i	-8	i
50	O=c1c2ccccc2cnn1Cc1nnc(-c2cccs2)o1	i	i	i	i	i	26	-1	i	i	-5	i
51	C=CCN1C(=O)/C(=C\c2ccc(OC(=O)c3ccco3)c(OC)c2)SC1=S	i	i	i	i	i	19	7	i	i	-10	i
52	CCN1CCCC1CNC(=O)Cn1cc2c(n1)CCC(C)C2 (configuration not stated)	i	i	i	i	i	0	6	i	i	-2	i
53	CC1=CC(C)(C)[N+](C)(C)c2ccc(C)cc21	i	i	i	i	i	-5	-6	i	i	-1	i

Single records, as listed above.
CCCCC(CC)C(=O)Nc1cccc(SC)c1 (configuration not stated) is listed with KCNK3 inh: i; TRPC4 potent: i; PolyA inh: i; KCNK9 block: -9.4*; KCNQ1 block: i; Platelet DG rel: 1; Dyrk1A ADPGlo: -3; KCNQ1 pot: i; TRPC4 agonist: i; hERG rescue: -12; TRPC4 block: i
CC(C)C(=O)Nc1cccc(-c2nc3ccccc3c(=O)o2)c1 is listed with KCNK3 inh: i; TRPC4 potent: i; PolyA inh: i; KCNK9 block: i; KCNQ1 block: i; Platelet DG rel: -3; Dyrk1A ADPGlo: 8; KCNQ1 pot: i; TRPC4 agonist: i; hERG rescue: -5; TRPC4 block: i

Assay outcomes from PubChem BioAssay.

An excerpt; rates above refer to the full screens.
